ERAP1 HTS inh – human ERAP1 aminopeptidase inhibitors, primary screen, biochemical, single point, plate reader | Endoplasmic reticulum aminopeptidase 1 (Homo sapiens), Q9NZ08 | recombinant ERAP1, Leu-AMC fluorescence, 60 min | inhibition, % at 10.7 µM | actives 0.15% (n = 340,000);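 active = mean replicate inhibition of at least 30%, or all replicates individually reaching that 30% level; inactive = mean below 30% and not every replicate reaching it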;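 also: 0% = neutral control wells and 100% = L-leucinethiol positive control wells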
esBAF inh – Bmi1 luciferase reporter increase in mESCs, primary screen, esBAF inhibitor project, mouse ES cells, Bmi1 luciferase knock-in, single point. 24 h; 100% = twice the neutral-well signal. reporter increase, % at 12.5 µM. actives 2% (n = 350,000); in the data active = activation above about 40%;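 also: 0% = median of the plate's neutral control wells and 100% = double that signal; a rise in the Bmi1 reporter signal indicates esBAF inhibition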
RAD52 inh – RAD52 DNA annealing inhibitors, primary screen, biochemical, FRET, single point, set 2; DNA repair protein RAD52 homolog (Homo sapiens), P43351; recombinant RAD52 DNA annealing, FRET fluorescence; inhibition, % at 18.7 µM; actives 0.46% (n = 360,000);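 active = every replicate showing at least 50% inhibition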
S100A4 MyoIIA – inhibitors of S100A4-myosin IIA peptide binding, primary screen, biochemical, fluorescence polarization, TAMRA-MyoIIA peptide; actives 0.14% (n = 360,000); inhibition, % at 10.7 µM; Protein S100-A4 (Homo sapiens), P26447;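 active = mean inhibition of at least 70% across replicates, with every replicate also reaching that level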
Target sequence (P26447 whole entry, looked up): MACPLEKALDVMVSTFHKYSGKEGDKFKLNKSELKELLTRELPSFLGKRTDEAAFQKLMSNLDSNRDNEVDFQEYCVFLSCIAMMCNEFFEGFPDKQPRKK
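Test system: S100A4 monomer protein. Medium: HEPES buffer with Ca2+, pH 7.2. Reagent: fluorescent myosin IIA peptide, 5 nM. Compound dosing: single-point compound testing. Timing: 5 min between mix addition and reading. Benchmarks: DMSO neutral and TFP positive wells.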
RAD54 inh – inhibitors of human RAD54 branch migration, primary screen, biochemical, fluorescence, single point. DNA repair and recombination protein RAD54-like (Homo sapiens), Q92698. RAD54 Holliday junction branch migration, FAM/BHQ fluorescence. inhibition, % at 10.4 µM. actives 0.14% (n = 360,000). AID 602329, 2012;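 active = mean normalized replicate activity at least 40 and at least half of replicates scoring 40 or more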;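 also: 0% = median of neutral control wells and 100% = median of positive control wells; inhibitors cause a drop in the FAM fluorescence signal; in these data hits start at about 50%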
Target sequence (Q92698 whole entry, looked up): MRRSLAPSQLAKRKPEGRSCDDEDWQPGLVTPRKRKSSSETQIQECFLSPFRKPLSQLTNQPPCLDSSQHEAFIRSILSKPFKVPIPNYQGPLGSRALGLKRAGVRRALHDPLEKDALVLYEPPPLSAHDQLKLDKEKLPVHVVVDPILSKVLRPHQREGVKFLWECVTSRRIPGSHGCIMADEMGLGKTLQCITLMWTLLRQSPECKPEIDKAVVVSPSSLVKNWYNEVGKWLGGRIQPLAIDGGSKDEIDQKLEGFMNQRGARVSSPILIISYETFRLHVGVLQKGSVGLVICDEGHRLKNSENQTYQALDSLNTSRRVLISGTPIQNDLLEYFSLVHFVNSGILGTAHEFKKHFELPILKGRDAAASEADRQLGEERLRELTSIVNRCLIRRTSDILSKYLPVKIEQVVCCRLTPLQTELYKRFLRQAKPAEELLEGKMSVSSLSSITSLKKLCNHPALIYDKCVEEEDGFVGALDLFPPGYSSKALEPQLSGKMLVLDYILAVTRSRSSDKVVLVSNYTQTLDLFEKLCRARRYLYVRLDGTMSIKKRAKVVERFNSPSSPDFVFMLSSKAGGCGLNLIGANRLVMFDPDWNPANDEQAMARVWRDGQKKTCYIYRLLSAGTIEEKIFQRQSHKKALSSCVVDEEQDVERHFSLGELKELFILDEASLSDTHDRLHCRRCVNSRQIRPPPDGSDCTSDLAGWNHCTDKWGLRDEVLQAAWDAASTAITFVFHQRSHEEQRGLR
Xi reactivation – activators of inactive X chromosome reactivation, primary screen, imaging, XiGFP fibroblasts, GFP high-content imaging, set 2; XiGFP mouse fibroblasts, % GFP-positive cells imaging, 3 d; cells co-treated with 5-aza-dC sensitizer; scaled so ellipticine positive control = 100%; activation, % at 7.58 µM; actives 0.055% (n = 360,000); AID 743238, 2013;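 active = mean normalized replicate activation at least 10% and every replicate at or above 10%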;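 also: 0% = median of on-plate neutral control wells and 100% = ellipticine 6 µM median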
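System: SV40-immortalized XiGFP fibroblast cells, line 68-5-11 / Incubation: 3-day compound exposure, then 15 min fixation at room temperature / Compound: single concentration per compound, delivered by pin transfer / Buffer or medium: DMEM plus 5-aza-dC sensitizer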
E-selectin induc – E-selectin induction in HUVECs, primary screen, imaging, HUVEC, immunofluorescence imaging, single point; P16581; normalized: neutral wells 0, TNF-alpha wells 100; activation, % at 7.58 µM; actives 0.37% (n = 260,000); AID 686992, 2013;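 active = mean E-selectin-positive cell signal at least 10% of the positive control, reached in at least 60% of replicates, without over 20% cell loss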;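 also: in these data hits start at about 27%; measured in HUVEC primary endothelial cells; signal is the percent of cells scored E-selectin positive by PE staining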
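Test system: HUVEC | Signal: Immunofluorescence imaging | Read-out: Percent E-selectin-positive cells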
ERp5 block – inhibitors of ERp5-driven insulin aggregation, primary screen, biochemical, turbidity, absorbance 650 nm, single point. AID 651711, 2012. actives 0.05% (n = 350,000). inhibition, % at 9.99 µM. Protein disulfide-isomerase A6 (Homo sapiens), Q15084. 90 min;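 active = mean replicate inhibition above about 25%, with every replicate also reaching it, limit read from the data, passing the limit was not always enough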
Starred values were filed as active, the others as inactive; · = not tested or not shown.

SMILES | ERAP1 HTS inh | esBAF inh | RAD52 inh | S100A4 MyoIIA | RAD54 inh | Xi reactivation | E-selectin induc | ERp5 block
C[C@H](CO)N1C[C@H](C)[C@H](CN(C)Cc2ccc(-c3ccccc3)cc2)Oc2cc(C#C[C@@H](C)O)ccc2S1(=O)=O | 1 | -6 | 3 | 1 | 6 | 1.2 | 0.5 | 9
COc1ccccc1CNC(=O)C[C@H]1C=C[C@H](NC(=O)CC2CC2)[C@H](CO)O1 | 0 | -4 | -4 | 3 | 8 | 0.2 | 0.1 | 0
COc1cc2ccccc2cc1C(=O)N(CCN(C)C)c1nc2c(C)cccc2s1 | -2 | 1 | 55* | 0 | 5 | 0.0 | · | -3
COc1ccccc1NC(=O)CSc1sc2c(O)cc(=O)[nH]c2c1C#N | 2 | -2 | -24 | -5 | -2 | -0.1 | 0.1 | 6
Cc1cc(C)c(C(=O)NCCCN2CCOCC2)c(C)c1 | -3 | -5 | -12 | -1 | 1 | 0.2 | · | -9
C[C@]12CCC(=O)CC1CCC1C2CC[C@@]2(C)C1CC[C@@]21CCO1 (some centres not stated) | 0 | -1 | -6 | -1 | -38 | 0.4 | 50* | -6
O=C(NCC[C@@H]1CC[C@H](NS(=O)(=O)Cc2ccccc2)[C@@H](CO)O1)C1CCCC1 | 1 | 4 | -12 | 1 | -1 | 0.2 | 0.0 | 3
C[C@H](CO)N1C[C@H](C)[C@H](CN(C)S(=O)(=O)c2ccc(C#N)cc2)Oc2ncc(C#Cc3ccc(C(F)(F)F)cc3)cc2C1=O | -1 | · | -23 | -6 | · | 0.0 | -0.1 | 6
COc1ccccc1CNC(=O)c1cc(=O)c2ccccc2o1 | 0 | · | -58 | -16 | · | -0.2 | · | 4
COCCn1nnnc1CN1CCN(C(=O)c2ccco2)CC1 | -1 | -3 | -3 | -3 | -2 | 0.0 | · | 1
O=C(NCCN1CCOCC1)/C(=C\c1ccccc1F)NC(=O)c1ccccc1 | 0 | -4 | -2 | -5 | 1 | 0.1 | · | 3
CC(=O)N1c2ccc(S(=O)(=O)NCCC(=O)Nc3ncccc3C)cc2CC1C (configuration not stated) | -5 | -7 | -10 | 0 | -3 | 0.0 | · | 2
COc1cc(C(C)n2nnc3ccccc32)ccc1O (configuration not stated) | -1 | -3 | -4 | 0 | -11 | 0.0 | 3.4 | 6
O=S(=O)(c1ccc(Cl)c(C(F)(F)F)c1)N1CCN(CC(O)COc2ccccc2F)CC1 (configuration not stated) | -3 | 7 | -11 | 6 | 4 | 0.2 | -0.2 | 0
CCCC(=O)Nc1cc(-c2nn(C)c(=O)c3ccccc23)ccc1OC | 2 | -6 | -10 | 2 | 4 | · | · | -6
CCN1CCN(c2nc(Nc3ccc(NC(C)=O)cc3)nc(Nc3ccc(NC(C)=O)cc3)n2)CC1 | -2 | · | 73* | -2 | · | 0.0 | · | 6
COc1ccc(/C=N/NC(=O)Cc2cccs2)cc1 | -3 | 59* | -4 | 2 | · | 0.0 | 1.6 | -2
CCOC(=O)C(=CNc1ccc(C(F)(F)F)cc1)C(=O)OCC | · | · | -18 | -7 | · | 0.0 | · | -1
Cc1ccc(C)c(OCc2cc(C(=O)N3CCN(C(=O)c4ccco4)CC3)no2)c1 | 0 | 80* | -11 | 1 | 4 | -0.2 | -0.2 | 6
NC(=S)Nc1ccc2cn[nH]c2c1 | 6 | · | 3 | -2 | · | 0.4 | · | 0
O=[N+]([O-])c1ccc(Sc2cc[n+]([O-])c3ccccc23)c([N+](=O)[O-])c1 | · | -6 | -8 | 3 | 2 | 0.3 | -0.1 | 4
O=C(C[C@@H]1CC[C@@H]2[C@H](COC[C@H](O)CN2C(=O)Nc2ccc(Cl)cc2)O1)NCC1CCCCC1 | 2 | 37 | 11 | 1 | -1 | 0.0 | -0.2 | 0
COc1ccc(NS(=O)(=O)c2ccc(C)c(C(=O)NC3CCN(Cc4ccccc4)CC3)c2)cc1 | -5 | 0 | -10 | -4 | 1 | 0.0 | 6.4 | -2
COc1ccc(Cn2nnnc2C(c2ccc(N(C)C)cc2)N2CCC(C(N)=O)CC2)cc1 (configuration not stated) | 2 | · | -124 | 1 | · | 0.0 | · | 1
COc1ccc(C(=O)NCc2csc(-c3cccs3)n2)cc1 | · | · | 1 | 15 | · | 0.0 | 0.2 | -3

An excerpt from above in order of formula weight, falling.
SMILES | ERAP1 HTS inh | esBAF inh | RAD52 inh | S100A4 MyoIIA | RAD54 inh | Xi reactivation | E-selectin induc | ERp5 block
C[C@H](CO)N1C[C@H](C)[C@H](CN(C)Cc2ccc(-c3ccccc3)cc2)Oc2cc(C#C[C@@H](C)O)ccc2S1(=O)=O | 1 | -6 | 3 | 1 | 6 | 1.2 | 0.5 | 9
Cc1ccc(C)c(OCc2cc(C(=O)N3CCN(C(=O)c4ccco4)CC3)no2)c1 | 0 | 80* | -11 | 1 | 4 | -0.2 | -0.2 | 6
O=C(NCCN1CCOCC1)/C(=C\c1ccccc1F)NC(=O)c1ccccc1 | 0 | -4 | -2 | -5 | 1 | 0.1 | · | 3
COc1ccccc1CNC(=O)C[C@H]1C=C[C@H](NC(=O)CC2CC2)[C@H](CO)O1 | 0 | -4 | -4 | 3 | 8 | 0.2 | 0.1 | 0
CCCC(=O)Nc1cc(-c2nn(C)c(=O)c3ccccc23)ccc1OC | 2 | -6 | -10 | 2 | 4 | · | · | -6
CCOC(=O)C(=CNc1ccc(C(F)(F)F)cc1)C(=O)OCC | · | · | -18 | -7 | · | 0.0 | · | -1
C[C@]12CCC(=O)CC1CCC1C2CC[C@@]2(C)C1CC[C@@]21CCO1 (some centres not stated) | 0 | -1 | -6 | -1 | -38 | 0.4 | 50* | -6
COc1cc(C(C)n2nnc3ccccc32)ccc1O (configuration not stated) | -1 | -3 | -4 | 0 | -11 | 0.0 | 3.4 | 6
NC(=S)Nc1ccc2cn[nH]c2c1 | 6 | · | 3 | -2 | · | 0.4 | · | 0

Next structures follow.
SMILES | ERAP1 HTS inh | esBAF inh | RAD52 inh | S100A4 MyoIIA | RAD54 inh | Xi reactivation | E-selectin induc | ERp5 block
O=C(Nc1ccccc1)c1cc(C2CCCN(C(=O)C/C=C/c3ccccc3)C2)on1 (configuration not stated) | 4 | 15 | -16 | 4 | -4 | 0.0 | -0.2 | 0
O=C(c1cccnc1)N1CC[C@@H]2[C@@H](CO)Nc3ccc(-c4ccccc4)cc3[C@@H]21 | -3 | -2 | 1 | 8 | -4 | 0.1 | 1.0 | -3
Cc1csc(NC(=O)CSc2nccn2Cc2ccco2)n1 | -3 | 17 | 0 | 3 | -7 | 0.2 | -0.3 | 6
COc1cccc(-c2cnc3c(c2)C(=O)N([C@@H](C)CO)C[C@H](C)[C@H](CN(C)C(=O)CN(C)C)O3)c1 | -9 | -7 | 15 | 7 | -4 | -0.7 | 0.1 | -2
COc1ccc(NC(=O)N(C)C[C@H]2Oc3ncc(C#C[C@H](C)O)cc3C(=O)N([C@@H](C)CO)C[C@H]2C)cc1 | 3 | 0 | -2 | -25 | -3 | -0.4 | 0.1 | 2
Cc1ccc(C(=O)NCc2ccc(N3CCN(C)CC3)cc2)cc1C | -1 | 1 | 5 | -1 | -1 | 0.0 | 0.2 | 1
O=C(CSc1nnc2ccccn12)NC(=O)c1cccc([N+](=O)[O-])c1 | -3 | -2 | -11 | -2 | -4 | -0.1 | -0.1 | -7
COCC(=O)Nc1c(C(=O)Nc2cccc(OC)c2)oc2ccccc12 | -1 | 26 | 6 | 10 | 0 | · | · | -2
Cc1nc(C)c(C(=O)NCc2ccc(Cl)cc2)o1 | 2 | 10 | -8 | -4 | 6 | · | · | -9
CC1Cc2ccccc2N1C(=O)c1ccc(Br)o1 (configuration not stated) | 0 | 92* | -8 | 0 | -5 | -0.1 | · | -7
Cn1cnc([N+](=O)[O-])c1SCC(O)CCl (configuration not stated) | 2 | · | -17 | -7 | · | 0.4 | 2.9 | 13
O=C(COC(=O)c1ccc(F)cc1Cl)NC1CCCCCCC1 | -3 | · | -11 | 1 | -7 | 0.1 | 0.3 | -4
Cc1cc(C)cc(NC(=O)CSc2n[nH]c(-c3cccnc3)n2)c1 | 1 | 4 | -8 | -1 | 11 | 0.2 | · | -1
CN(c1ncc(C(F)(F)F)cc1Cl)N1C(=O)c2cccc([N+](=O)[O-])c2C1=O | 18 | · | 1 | 2 | · | -0.1 | 1.0 | 0
CCn1c(=O)cc(SCC(=O)NCCCN2CCN(c3ccccc3F)CC2)c2ccccc21 | -9 | -6 | -11 | -5 | -4 | · | · | 8
CCN1[C@@H]2c3ccc(-c4ccc(F)cc4)c(=O)n3C[C@@H]2[C@@H](CO)[C@@H]1C(=O)NC1CCC1 | -4 | · | 1 | -45 | · | 0.3 | 0.2 | -6
CCC(C)(C)n1nnnc1C(c1ccccc1F)N1CCN(C(=O)c2ccco2)CC1 (configuration not stated) | 2 | -6 | -1 | 1 | -14 | 0.2 | 0.2 | 4
O=C(CSc1ccc(-c2cccc([N+](=O)[O-])c2)nn1)N1CCCCC1 | 4 | · | -3 | -3 | · | 0.0 | · | 0
Cc1cc(=O)n2c(n1)OC(CO)C2 (configuration not stated) | 0 | -3 | -12 | 0 | -22 | · | · | 2
Cc1ccc(/C(N)=N/OC(=O)CCC2CCCC2)cc1 | -1 | · | 3 | -21 | · | 0.1 | · | -3
Cc1ccc(C(=O)N2CCN(c3ccc(NC(=O)COc4ccccc4C)cc3)CC2)cc1 | 2 | 1 | -15 | -3 | 1 | 0.0 | · | 3
CC(=O)Nc1ccc(-c2ccnc3c2CC(C(=O)NCC2CC2)O3)cc1 (configuration not stated) | -1 | 2 | -14 | 5 | -11 | 0.0 | 0.6 | 14
CCN(CC(=O)Nc1ccc(NC(C)=O)cc1)C(=O)CCCc1nc2ccccc2c(=O)[nH]1 | -4 | -1 | -6 | 0 | -5 | 0.0 | · | -15
COc1ccc(C(CNC(=O)c2cccc(S(=O)(=O)Nc3ccc(Br)cc3)c2)N(C)C)cc1 (configuration not stated) | 0 | 3 | -39 | 0 | -5 | 0.7 | · | 3
C/C=C/c1ccc2c(c1)O[C@H](CN(C)C(=O)NC1CCCCC1)[C@H](C)CN([C@H](C)CO)S2(=O)=O | -1 | 0 | 8 | -2 | 3 | -0.1 | -0.3 | 4
CCC(c1nnnn1-c1ccc2c(c1)OCCO2)N1CCN(C/C=C/c2ccccc2)CC1 (configuration not stated) | -1 | -22 | -10 | 9 | -4 | 0.0 | -0.2 | 0
COc1ccc(CCNC(=O)CCNC(=O)N2CC(=O)Nc3ccccc32)cc1 | 0 | 6 | -18 | 3 | -1 | 0.0 | · | -18
O=C(C[C@@H]1CC[C@H]2[C@@H](COC[C@@H](O)CN2Cc2ccc3c(c2)OCO3)O1)Nc1ccc(-c2ccccc2)cc1 | · | 13 | · | · | 16 | 0.2 | 0.7 | ·
CCn1c(C)[n+](Cc2ccccc2)c2ccc(C(=O)OC)cc21 | 12 | · | -18 | -2 | · | 0.0 | · | -1

Screening results from PubChem BioAssay.
